# Bioassay records as filed in PubChem BioAssay.
# ST2 IL33 inh – inhibitors of human ST2 (IL1RL1) binding to IL-33 | AlphaLISA ST2-Fc/biotin-IL-33 interaction, 1 h | 2.3% of 78,000 active | inhibition, % for hits at 17 µM | Q01638 | AID 1259354; in the data active means inhibition above about 30%; inconclusive means mostly about 10% to 28%
# Target sequence (Q01638 whole entry, looked up): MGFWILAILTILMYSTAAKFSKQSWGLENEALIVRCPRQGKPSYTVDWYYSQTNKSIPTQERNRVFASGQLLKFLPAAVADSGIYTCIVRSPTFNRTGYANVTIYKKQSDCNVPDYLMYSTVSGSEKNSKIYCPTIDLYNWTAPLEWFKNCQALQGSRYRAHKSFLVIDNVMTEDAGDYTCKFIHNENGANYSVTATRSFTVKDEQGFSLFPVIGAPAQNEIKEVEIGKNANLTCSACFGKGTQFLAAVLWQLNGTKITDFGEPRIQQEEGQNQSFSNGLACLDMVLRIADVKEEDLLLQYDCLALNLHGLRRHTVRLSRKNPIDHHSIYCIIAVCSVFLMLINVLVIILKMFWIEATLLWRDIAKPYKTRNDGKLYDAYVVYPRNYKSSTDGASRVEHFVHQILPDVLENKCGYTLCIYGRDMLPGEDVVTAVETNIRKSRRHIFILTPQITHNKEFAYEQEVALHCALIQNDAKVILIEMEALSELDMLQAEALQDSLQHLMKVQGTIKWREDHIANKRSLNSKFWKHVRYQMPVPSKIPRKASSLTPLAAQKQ
# * marks the source's active call; other numbers are inactive results; i = inactive; ? = inconclusive.
# Start of the data: the first 6 entries as a preview:
SMILES,ST2 IL33 inh
CCc1cn[nH]c1C1CCCN(C(=O)c2c(-c3ccccc3)ccnc2C)C1 (stereo unspecified),?
Cc1cccc(CN2CCC(O)(c3ccc4oc(C(=O)N(C)Cc5cscn5)cc4c3)CC2)c1,i
Cn1c(C(=O)N2CCN(c3ccc(F)cc3)CC2)cc2c(=O)n3ccccc3nc21,i
CCN1C(=O)c2ccccc2Sc2ccc(C(=O)O)cc21,i
CC1=C(C(N)=O)C(c2ccccn2)n2nc(SCc3ccccc3F)nc2N1 (stereo unspecified),i
CCOC(=O)Cc1csc(NC(=O)c2cc3c(=O)n4cccc(C)c4nc3n2C)n1,i

# Main list, from the start:
SMILES,ST2 IL33 inh
CCc1cn[nH]c1C1CCCN(C(=O)c2c(-c3ccccc3)ccnc2C)C1 (stereo unspecified),?
Cc1cccc(CN2CCC(O)(c3ccc4oc(C(=O)N(C)Cc5cscn5)cc4c3)CC2)c1,i
Cn1c(C(=O)N2CCN(c3ccc(F)cc3)CC2)cc2c(=O)n3ccccc3nc21,i
CCN1C(=O)c2ccccc2Sc2ccc(C(=O)O)cc21,i
CC1=C(C(N)=O)C(c2ccccn2)n2nc(SCc3ccccc3F)nc2N1 (stereo unspecified),i
CCOC(=O)Cc1csc(NC(=O)c2cc3c(=O)n4cccc(C)c4nc3n2C)n1,i
Cn1cncc1-c1nnc([C@H]2CCN(Cc3ncc[nH]3)C2)o1,?
CC1(C)CCCC2(C)C3=C(C(=O)OC3O)C(O)CC12 (stereo unspecified),i
Cc1ccc(-c2cc(N)ccn2)c2cccnc12,i
Cc1ccccc1Cn1cc(NC(=O)c2cc(-c3ccco3)on2)cn1,i
O=C(Nc1cccc(O)c1)c1cccc(C(=O)Nc2cccc(O)c2)c1,i
CC12CC(=O)[C@@](C)(C1)[C@@H]1C(=O)N(c3ccc(O)cc3)C(=O)C12 (stereo partly specified),i
CC1=C(C(=O)OCCc2ccccc2)C(c2ccccc2F)NC(=O)N1 (stereo unspecified),i
O=C(CN1CCN(Cc2cccc(Cl)c2)C1=O)NCCN1CCOCC1,i
O=C(O)c1ccc(CSc2nc3ccc(N4C(=O)C5C6C=CC(C6)C5C4=O)cc3s2)cc1 (stereo unspecified),i
CCc1nc(C2CC(=O)Nc3[nH]ncc32)c(C)[nH]1 (stereo unspecified),?
COc1ccc(C2(C)CC(C)(C)N(C(C)=O)c3ccccc32)cc1 (stereo unspecified),?
O=C1OC(c2cccc(I)c2)=N/C1=C\c1ccc(Br)cc1,i
CCOC(=O)Cn1c(=O)n(-c2ccc(F)cc2)c2nc(-c3ccc(CC)cc3)nc(C(N)=O)c21,i
COc1cc(C(=O)Nc2cc(N3CCCS3(=O)=O)ccc2C)cc(OC)c1OC,i
Cc1ncc2c(c1CNC(=O)c1ccc3c(c1)OCO3)CCN(C(=O)CSc1ccccc1)C2,i
Cc1c(C(=O)N2CCCC2)oc2ccc(S(=O)(=O)N3CCCC3)cc12,i
Cc1c(C(=O)N2C[C@@H]3[C@H](C2)[C@H]2CC[C@@H]3O2)sc2ccccc12,i
COc1cc2c(cc1OC)CN(C1CCCN(Cc3nc(C(C)C)cs3)C1)CC2 (stereo unspecified),i
O=c1c2cnn(-c3ccc(Cl)cc3)c2ncn1Cc1cccnc1,i

# The list continues:
SMILES,ST2 IL33 inh
COC(=O)C1C(=O)C2=C(CC1C)NC(C)=C(C(=O)OC1CCCCC1)C2c1ccccc1C (stereo unspecified),i
CC(=O)N1N=C(c2ccccc2)CC1Cc1cc2cccc(C)c2nc1Cl (stereo unspecified),?
CN(C)c1ccc(/C=C2\C(=O)Nc3ccccc32)cc1,?
O=Cc1cn(CC(=O)NCc2ccco2)c2ccc(Br)cc12,?
Nc1ccnc(N2CCC(CO)(Cc3ccccc3Cl)CC2)n1,?
CC(C)Cn1c(CN2CCN(c3ncccn3)CC2)cnc1S(=O)(=O)CC1CCCO1 (stereo unspecified),?
COc1cc(-c2nc(Cn3cccn3)c(C)o2)cc2c1OCO2,i
O=C(CSc1c2c(nc3cc(Cl)ccc13)CCCC2)NCc1cccnc1,i
O=C(Nc1ccc2oc(-c3cccc(F)c3)nc2c1)c1cccnc1,i
CN(C)c1ccc(C=Nc2ccccc2O)cc1[N+](=O)[O-],i
O=C(Nc1c(-c2ccccc2)nc2ccccn12)c1cccc([N+](=O)[O-])c1,?
O=C(O)C1CC(=O)N(Cc2nc(-c3ccccc3)n[nH]2)C1 (stereo unspecified),i
Cc1ccc(NC(=O)CNCC(C)c2ccccc2)c(C)c1 (stereo unspecified),i
c1cncc(-c2nccn2-c2ccc(OCc3ccco3)cc2)c1,?
COc1ccc(-n2ncc3c(Nc4ccc(OC)cc4OC)ncnc32)cc1,i
CC(C)c1ccc(C(=O)NC2=NCCS2)cc1,i
O=C(NC1CCCCC1)c1cc(-c2ccncc2)nc2ccccc12,i
CCC(C)NC(=O)c1cn(CC)c2ccc(S(=O)(=O)N3CCCCC3)cc2c1=O (stereo unspecified),i
NC[C@@H]1OC(O[C@H]2[C@@H](O)[C@H](O[C@@H]3[C@@H](O)[C@H](N)C[C@H](N)[C@H]3O[C@H]3O[C@H](CO)[C@@H](O)[C@H](O)[C@H]3N)O[C@@H]2CO)[C@H](N)[C@@H](O)[C@@H]1O (stereo partly specified),i
C=CCNC(=O)Cn1nc(-c2ccccc2)ccc1=O,i
CCOc1ccc(CN2CCC(N3CCCC(C)C3)CC2)cc1 (stereo unspecified),i
O=C(O)c1cc(-c2ccc3ccccc3c2)nc2ccccc12,i
O=C(NC1C2CC3CC(C2)CC1C3)c1ccc(N2CCCC2)c([N+](=O)[O-])c1 (stereo unspecified),i
COC(=O)c1cc(NS(=O)(=O)c2cccc3cccnc23)cc(C(=O)OC)c1,i
CCCCNC(=O)NC(=O)c1c(C)cc(Cl)nc1Cl,i

# Next compounds
SMILES,ST2 IL33 inh
CCCCNC(=O)c1sc2ncnc(N3CCCCC3C)c2c1C (stereo unspecified),i
O=C(CNS(=O)(=O)c1cccs1)NCCc1ccc(Cl)cc1,?
O=C(c1ccccc1F)n1nnc2ccccc21,i
O=S(=O)(NCc1ccccc1)N1CC2C[C@@H]3CC1C[C@H](C2)C3,?
CCOC(=O)C1CCCN(S(=O)(=O)N(C)C)C1 (stereo unspecified),i
O=C(Nc1cccc(-c2nc3ccccc3o2)c1)c1ccccc1I,?
CC(=O)N(C1=C(N(C)C)C(=O)c2ccccc2C1=O)c1cccc(Cl)c1,31%*
Cc1ccc(NC(=O)Cn2c3ccccc3c(=O)c3ccccc32)cc1F,i
Cc1cnccc1CN(C)Cc1ccnn1-c1ccccc1,i
O=C(c1ccc(Br)cc1)N(c1ccc(F)cc1)C1C=CS(=O)(=O)C1 (stereo unspecified),i
O=C(O)c1nn(CCO)c2c1CN(C(=O)C1(c3ccccc3)CCCC1)CC2,i
COc1ccc(CN2CCN(Cc3c[nH]c4ccccc34)CC2)cc1,i
COc1cc(C2Nc3ccc4ncccc4c3C3=C2C(=O)CC(C)(C)C3)ccc1O (stereo unspecified),?
Cc1cc(C)n(-c2cccc(CN(C)CC3CCN(Cc4ccc(C)o4)CC3)c2)n1,?
Cc1cc(NC(=O)c2cc(C3CC3)on2)n(-c2ccccc2)n1,?
CN(C(=O)c1cccs1)c1ccccc1C(=O)O,i
O=C(CCS(=O)(=O)c1cccc2nsnc12)Nc1ccc(F)cc1,i
Cc1ccc(NC(=O)c2ccncc2)cc1,i
O=C(Nc1ccc(F)cc1)N[C@H]1[C@H](O)[C@@H](N2CCN(c3ccccc3)CC2)[C@@H]2OC[C@H]1O2,i
C=CCN1CCN(CCC(=O)NC2CCCCCC2)CC1,?
CCn1cc(-c2nnc(SCC(=O)O)n2-c2cccc(Cl)c2)cn1,i
Cc1nnc(SC(=O)Cn2c3ccccc3c3ccccc32)s1,?
O=C(c1cccc2cnccc12)N1CCC(C(O)c2cccs2)CC1 (stereo unspecified),?
Cn1ccnc1-c1nccn1CCCc1ccccc1,?
CC1=C(C(=O)Nc2ccccn2)C(c2cccnc2)n2nnnc2N1 (stereo unspecified),?

# Part of the list above in another layout.
Cc1cnccc1CN(C)Cc1ccnn1-c1ccccc1
  ST2 IL33 inh: i
O=C(Nc1cccc(-c2nc3ccccc3o2)c1)c1ccccc1I
  ST2 IL33 inh: ?
Cn1ccnc1-c1nccn1CCCc1ccccc1
  ST2 IL33 inh: ?
COc1cc(C2Nc3ccc4ncccc4c3C3=C2C(=O)CC(C)(C)C3)ccc1O (stereo unspecified)
  ST2 IL33 inh: ?

# (further entries)
SMILES,ST2 IL33 inh
COCCNc1ccc(-c2noc([C@@H]3CCCN3C3CCOCC3)n2)cn1,i
COC(C(=O)Nc1ccccc1C(=O)NC(C)C)c1ccccc1 (stereo unspecified),i
Cc1cccc(NC(c2ccccc2F)c2ccc3cccnc3c2O)n1 (stereo unspecified),?
NS(=O)(=O)c1ccc(CCNC(=O)c2ccc(NC(=O)N3CCCCc4ccccc43)cc2)cc1,i
Cc1nc(SCC(=O)N2CCC(C(O)CCc3ccccc3)CC2)n[nH]1 (stereo unspecified),?
CCOC(=O)c1c(N)n(-c2cc(C)cc(C)c2)c2nc3ccccc3nc12,i
COc1ccc(NC(=O)CSc2n[nH]c(C)c2[N+](=O)[O-])c(OC)c1,i
CC(=O)c1cccc(Nc2c3c(nc4ccccc24)CCC3)c1,?
CCNc1nc(C23CC4CC(CC(C4)C2)C3)cs1,?
COc1cc(OC)cc(-n2c(=O)c3sccc3n(CC(=O)C(C)(C)C)c2=O)c1,?
COC(=O)c1ccc2c(=O)n3c(nc2c1)SCC(c1ccccc1)=N3,i
Cn1cc(CC(=O)NCCN2CCOCC2)c2ccccc21,i
COc1ccc(C2(C(=O)N3CCCC(N(C)C)CC3)CCCC2)cc1 (stereo unspecified),?
Cc1ccc(Oc2ncccc2CNC(=O)c2cc(C3CC3)[nH]n2)cn1,i
Cc1cc2c(Nc3ccc(C(C)C)cc3)ncnc2s1,i
O=S(=O)(Nc1ccc(O)c(Cl)c1)c1cccs1,?
COc1ccc(N(CC(=O)Nc2ccc(F)cc2F)S(=O)(=O)c2ccccc2)cc1Cl,i
O=C(NCCCCc1ccccc1)c1ccc(F)cc1,i
c1coc(CNCC2OCc3ccccc3CO2)c1,i
O=C1S/C(=C\c2ccc3c(c2)OCO3)C(=O)N1CNc1cccc(Br)c1,?
CC(c1cccnc1)N(C)Cc1cccc(-n2cccn2)c1 (stereo unspecified),i
COc1ccc(C2C(C(=O)Nc3ccc(C)cc3C)=C(C)Nc3nnnn32)c(OC)c1 (stereo unspecified),i
COc1ccc(-c2nc(N3CCC(C)CC3)nc3nn4c(C)cc(C)nc4c23)cc1,i
COc1ccc(C(=O)N[C@H]2CN[C@H](C(=O)N3C[C@H]4CC=CC[C@H]4C3)C2)cc1,i
CCCN1CCN(C(=O)c2cn(C)c(=O)c3cc(OC)c(OC)cc23)CC1,?

# Additional records follow:
SMILES,ST2 IL33 inh
COc1ccccc1Cn1c(CNS(=O)(=O)c2ccc(C)c(C)c2)nc2cccnc21,i
c1ccc(CCNc2nc(-c3cccnc3)nc3ccccc23)cc1,i
O=C(Nc1cccc([N+](=O)[O-])c1)c1cc(S(=O)(=O)Nc2ccccc2)ccc1Cl,i
CC(=O)N1CCN(c2ccc([N+](=O)[O-])cc2Cl)CC1C (stereo unspecified),i
O=C(NC1(C(F)(F)F)Oc2ccc(Cl)cc2O1)N1CCCCC1 (stereo unspecified),i
Cc1cc(N2CCOCC2)nc2ccc(NC(=O)CCC(=O)NCc3ccco3)cc12,?
CCN(CC)CCNc1ncnc2c1cnn2-c1cccc(C)c1,?
Cc1ccsc1CN1CCN(c2ccccn2)CC1,i
CC(C)(C)S(=O)(=O)c1ccc(S(=O)(=O)C(C)(C)C)cc1,i
O=C(Cn1ccc2ccccc2c1=O)NCC(=O)NC1CCCCCC1,i
Cc1cc(C(F)(F)F)nc(NCCc2ccccc2)n1,i
COc1ccccc1Cn1c(CNS(=O)(=O)c2ccccc2)nc2cccnc21,i
C=CCS(=O)(=O)NCC1CCN(Cc2cccc3nonc23)C1 (stereo unspecified),?
CCOC(=O)C1(C/C=C/c2ccccc2)CCCN(C(=O)C2=CC(=O)CC(C)(C)O2)C1 (stereo unspecified),i
O=C(OC[C@H]1OC[C@H](OC(=O)c2cc(O)c(O)c(O)c2)[C@@H](O)[C@@H]1O)c1cc(O)c(O)c(O)c1,?
O=C(Nc1cccc(-c2nc3ccccc3s2)c1)C(F)(F)F,i
Cc1cc(C)n(-c2nc(C)nc3sc4c(c23)CCC(C)C4)n1 (stereo unspecified),i
CCOC(=O)CC(=O)CSc1nc(-c2cccc(C)c2)ns1,?
O=C(O)COc1cccc(CN2CCCC(N3CCCC3=O)C2)c1 (stereo unspecified),i
Cc1n[nH]c(C)c1S(=O)(=O)N1CCN(c2ccccn2)CC1,i
O=C(N[C@H]1CO[C@H]2[C@@H]1OC[C@@H]2n1nnnc1-c1ccc2c(c1)OCO2)C1CCCCC1,i
CC(C)(C)c1ccc(C(=O)CC2(O)C(=O)Nc3ccc(Br)cc32)cc1 (stereo unspecified),?
COC(=O)C1=CO[C@@H](O[C@@H]2O[C@H](CO)[C@@H](O)[C@H](O)[C@H]2O)[C@H]2[C@@H]1[C@H](O)C[C@]2(C)O,?
Cc1ccc(Nc2cc(C)nc(Nc3ccc(NC(=O)c4ccc(Br)o4)cc3)n2)cc1,i
O=C(c1cc(-c2ccccc2)n[nH]1)N1CC(=O)N(C2CCCCC2)CC(OCc2cccnc2)C1 (stereo unspecified),i
N#CC1=C(N)C(C#N)(C#N)C(c2ccc[nH]2)C2CCCC=C12 (stereo unspecified),?

# An excerpt (hit frequency here may not be typical).
